From PubChem
PLAP activator – PLAP enzyme activators, biochemical, luminescence, HTS. purified PLAP enzyme, luminescent substrate read-out; stronger effect = higher value. 96,000 tested, 1.2% active. activation fold at 20 µM. Alkaline phosphatase, placental type (Homo sapiens), P05187; in the data active = activation fold above about 2
Target sequence (P05187 whole entry, looked up): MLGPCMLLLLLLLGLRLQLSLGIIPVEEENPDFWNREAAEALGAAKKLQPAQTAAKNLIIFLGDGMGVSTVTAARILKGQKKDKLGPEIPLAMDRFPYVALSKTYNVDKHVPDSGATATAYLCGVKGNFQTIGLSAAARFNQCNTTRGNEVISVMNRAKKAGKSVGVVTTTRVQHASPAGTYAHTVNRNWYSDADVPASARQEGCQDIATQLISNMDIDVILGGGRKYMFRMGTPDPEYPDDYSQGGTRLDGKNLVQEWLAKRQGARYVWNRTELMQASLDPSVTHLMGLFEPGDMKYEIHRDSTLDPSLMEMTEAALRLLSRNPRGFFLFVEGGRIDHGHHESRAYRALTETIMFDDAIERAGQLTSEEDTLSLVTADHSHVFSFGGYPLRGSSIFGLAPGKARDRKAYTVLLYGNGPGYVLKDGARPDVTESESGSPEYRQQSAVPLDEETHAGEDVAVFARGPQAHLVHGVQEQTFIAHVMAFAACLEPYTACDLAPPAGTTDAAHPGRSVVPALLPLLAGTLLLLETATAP
MT1-MMP txn act – MT1-MMP promoter reporter activation – cell-based, luciferase luminescence, primary screen. 86,000 tested, 0.16% active. AID 750, 2007. activation factor at 10 µM. HT1080 MT1-MMP promoter luciferase reporter, overnight; stronger effect = higher value;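 active = activation factor of at least 2 for MT1-MMP transcription at 10 µM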
The depositor's hits bear a star. A portion of the library (hit frequency here may not be typical).

SMILES	PLAP activator	MT1-MMP txn act
CN(C)C(=O)c1nc(C#N)c(N(C)C)o1	0.8	1.2
CC(C)Cn1c(N)c(C(=O)COC(=O)C2CCCCC2)c(=O)n(C)c1=O	1.7	0.9
COc1ccc(Cl)cc1S(=O)(=O)n1cnc2ccccc21	1	1
c1ccc(-c2cnc(CSc3nnc4ccccn34)o2)cc1	0.8	1.1
CCN(C(=O)c1cnc2scc(C)n2c1=O)c1ccccc1C	1	1
CCOC(=O)N1CCC(n2c(=S)[nH]c3cc(OCC)c(OCC)cc3c2=O)CC1	1.6	1
CNC(=O)Cn1ncc2c(C)n(Cc3ccc(C)cc3)c(C)c2c1=O	1.5	1.1
CCOC(=O)c1sc(NC(=O)c2ccco2)nc1C	0.9	1.2
COc1ccc(OC)c(C2C=C(c3ccc(C)c(C)c3)Nc3nnnn32)c1 (configuration not stated)	1.1	1.1
S=C(c1ccc(-c2cc(Cl)ccc2Cl)o1)N1CCOCC1	0.8	1.1
CCc1ccccc1OCCCCCNCCO	1.4	1.1
O=C(CN1c2cccc3cccc(c23)S1(=O)=O)N1CCOCC1	1.1	1.1

Gathered by group: those above with a carbonyl joined to an NH by a bond outside any ring.
SMILES	PLAP activator	MT1-MMP txn act
CNC(=O)Cn1ncc2c(C)n(Cc3ccc(C)cc3)c(C)c2c1=O	1.5	1.1
CCOC(=O)c1sc(NC(=O)c2ccco2)nc1C	0.9	1.2

The listing picks up; the two compounds before the break are reprinted first.
SMILES	PLAP activator	MT1-MMP txn act
CCc1ccccc1OCCCCCNCCO	1.4	1.1
O=C(CN1c2cccc3cccc(c23)S1(=O)=O)N1CCOCC1	1.1	1.1
COc1cccc(C2CC(c3cccc(C)c3)n3ncnc3N2)c1 (configuration not stated)	1.3	1.1
COCCn1c(SCCCc2ccccc2)nc2c1c(=O)[nH]c(=O)n2C	1.2	1.2
COC(=O)C1=C(C)NC(=O)CC1c1cccc(OC)c1OC (configuration not stated)	1.1	1
CCOC(=O)c1ccc2c(c1)nc(COc1ccccc1C#N)n2CC	1.1	1
CCC(NC(=O)NCCCn1ccnc1)(C(F)(F)F)C(F)(F)F	1	1.1
Cn1c(=O)c2c(SCc3ccccc3)nc(-c3ccco3)nc2n(C)c1=O	1	1
CCOC(=O)N1CCC(NC(=O)c2cccc3c2C(=O)N(Cc2cccnc2)C3)CC1	1	1
Cn1ncc2c(Nc3ccc(-c4ccccc4)cc3)ncnc21	1.2	1.6
COc1ccc(NC(=O)Nc2ccccc2C)c(OC)c1	0.9	1
S=c1nc(-c2cccc(Br)c2)[nH][nH]1	1.3	1.1
COCCn1nnnc1C(c1ccccc1)N1CCN(Cc2ccc3c(c2)OCO3)CC1 (configuration not stated)	1.2	1.2
CCN1CCN(C(=O)c2cc3c(s2)-c2ccccc2S(=O)(=O)C3)CC1	1.1	1.2
O=C(Nc1ccc(C2CCCCC2)cc1)C1CCCN(c2ncccn2)C1 (configuration not stated)	1	1.1
Nc1c(C(=O)NCCN2CCOCC2)c2nc3ccccc3nc2n1-c1ccc2c(c1)OCO2	1.6	0.9
CCOc1ccc(Nc2ncnc3c2cnn3-c2ccccc2)cc1	1	1
CCOC(=O)N1CCC2(CC1)CC(=O)c1c(ccc3oc(C(=O)O)c(C)c13)O2	1.1	1.1
O=C1CC(C(=O)Nc2nccs2)C(c2ccccc2)O1 (configuration not stated)	1	1.1
O=c1c2c3c(sc2n2cnnc2n1C1CCCCC1)CCC3	0.8	1.1
COc1ccc(-n2c(Cc3cccn3C)nnc2SCC(=O)N2CCC(C)CC2)cc1	1.5	1
Cc1cc(NC(=O)c2ccc3c(c2)OCCO3)no1	0.8	0.2
O=C(OCC#CCSc1nnc(-c2ccccc2)o1)c1ccco1	1.3	1.1
COC(=O)CNC(=O)c1ccc2c(c1)S(=O)(=O)c1ccccc1C2=O	1	1
COc1ccccc1NC(=O)Nn1cnnc1	0.8	1.1
CCn1cc(C(=O)NCc2ccccn2)c(=O)c2cc(F)c(N3CCN(C)CC3)cc21	1.4	1.1
CCc1nc(SCC(=O)Nc2nccs2)c2oc3ccccc3c2n1	1.2	1.1
S=c1[nH]nc(COc2ccc(Cl)cc2)o1	1	1
O=C(C1CC1)N1CCc2cc(Br)cc(S(=O)(=O)N3CCN(c4ccccn4)CC3)c21	1.6	1.1
c1cc2c3c(cccc3c1)NC1(CCCCCC1)N2	0.9	1.2
CCOC(=O)N1CCC(NC(=O)C(NC(=O)C2CCCCC2)C(C)C)CC1 (configuration not stated)	1.1	1.1
CC(C)n1c(SCC(=O)c2ccc3c(c2)OCCO3)nc2c1c(=O)n(C)c(=O)n2C	1	0.9
O=C(CCCOc1ccc(Cl)cc1Cl)N1CCN(c2ccccn2)CC1	1.5	1.2
CCOC(=O)N1CCN(C(=O)c2nn(-c3ccc(C)cc3)c(=O)c3c2c2ccccc2n3C)CC1	1.1	1.4
O=C(CCCCn1c(=O)c2ccccc2n(CC(=O)Nc2cccc(F)c2)c1=O)NCc1ccco1	1	1.2
CC1(C)CC(=O)C(C=NCCN2CCN(C(=O)C34CC5CC(CC(C5)C3)C4)CC2)=C(O)C1	1.1	1.1
COc1ccc(-n2c(Cc3cccn3C)nnc2SCC(=O)NCc2ccco2)cc1	1.3	1.1
CCOc1cc2[nH]c(=S)n(CCCOC)c(=O)c2cc1OCC	1.3	1
CC(C)CCN1CC(C(=O)NC(C)C)CC1=O (configuration not stated)	0.9	1
Cc1ccc(N2CC(C(=O)Nc3nccs3)CC2=O)cc1 (configuration not stated)	0.9	1.2
CCCn1c(C)cc(C(=O)CSc2nnc3n(CCC)c(=O)c4ccccc4n23)c1C	1.2	1
Cc1ccc(S(=O)(=O)Nc2cc(C)nn2-c2ccccc2)cc1	1	1.2
Cc1ccc(C)c(N(CC(=O)NC2CCCC2)C(=O)CCCC(=O)Nc2ccccn2)c1	1.8	1.1
Cc1ccccc1Nc1nc(N)nc(CN2C(=O)NC3(CCCCC3C)C2=O)n1 (configuration not stated)	1	1
CCNC(=O)C1CN(S(=O)(=O)c2ccccc2)CCN1S(=O)(=O)c1ccccc1 (configuration not stated)	0.9	1.1
O=C(c1ccc(=O)oc1)N1CCN(c2ccc(F)cc2)CC1	1.4	1.2
O=C(c1cccnc1NCc1ccc(F)cc1)N1CCOCC1	1	1.6
N#C/C(=C(/O)CN1CCOCC1)c1nc(-c2ccccc2)cs1	1.1	1.1
COc1ccccc1N1CCN(C(=O)c2ccc(Br)s2)CC1	1.4	1.1
COc1cc(C2C(C(=O)c3ccco3)=C(O)C(=O)N2CCc2ccccc2)ccc1O (configuration not stated)	1.3	1
Cc1ccc(N(C(=O)C2CCCO2)C2C=CS(=O)(=O)C2)cc1Cl (configuration not stated)	1.2	1.1
CCCc1cc(=O)n2[nH]c(C)c(-c3ccccc3)c2n1	1.9	1
O=C1CCCC2=C1C(c1c(Cl)nc3sccn13)C1=C(CCCC1=O)N2	1	0.9
COc1cccc(-c2nc(CS(=O)(=O)CC(=O)N3CCN(C4CCCCC4)CC3)c(C)o2)c1	1.2	1.1
COc1ccc2nc(C)c(C(=O)OCCN(C)C)cc2c1	1.1	1.2
O=C(C1CCCN(S(=O)(=O)c2ccc(Cl)cc2)C1)N(Cc1cccs1)C1CC1 (configuration not stated)	1	0.9
Cc1ccc(C(=O)N2Cc3ccccc3CC2C(=O)O)cc1 (configuration not stated)	1.1	1.1
CCCn1c(=O)c2c(c3ccccc31)OC(C)C(=O)N2 (configuration not stated)	1	1.1
Nc1nc(-c2ccc3c(c2)CCCC3)cs1	1	1.2
Cn1cnnc1SCC(=O)NC(=O)NC1CCCC1	1	1
COC(=O)Cc1c(C)nc2nc(-c3cccnc3)[nH]n2c1=O	1.2	1.2
CCC(C)(C)n1nnnc1C(c1ccc(O)c(OC)c1)N1CCN(c2nc3ccccc3s2)CC1 (configuration not stated)	1.6	1.2

Single entries from above:
COc1ccc(OC)c(C2C=C(c3ccc(C)c(C)c3)Nc3nnnn32)c1 (configuration not stated) in MT1-MMP txn act is listed with 1.1
CC(C)Cn1c(N)c(C(=O)COC(=O)C2CCCCC2)c(=O)n(C)c1=O in PLAP activator is listed with 1.7
O=C1CC(C(=O)Nc2nccs2)C(c2ccccc2)O1 (configuration not stated) in PLAP activator is listed with 1
O=C(CCCOc1ccc(Cl)cc1Cl)N1CCN(c2ccccn2)CC1 in MT1-MMP txn act is listed with 1.2
CCOC(=O)N1CCN(C(=O)c2nn(-c3ccc(C)cc3)c(=O)c3c2c2ccccc2n3C)CC1 in MT1-MMP txn act is listed with 1.4
CC1(C)CC(=O)C(C=NCCN2CCN(C(=O)C34CC5CC(CC(C5)C3)C4)CC2)=C(O)C1 in MT1-MMP txn act is listed with 1.1

The list continues:
SMILES	PLAP activator	MT1-MMP txn act
COc1ccc(-c2cc3ccccc3n2CC(O)CN2CCOCC2)cc1 (configuration not stated)	1.6	1.1
CCC(C)Sc1nc2c(c(=O)n1C)SC(C)C2 (configuration not stated)	1	1
COc1cc(CN2CCSCC2)cc(OC)c1OC	0.9	1.2
O=c1c2c3nc4ccccc4nc3n(/N=C/c3ccco3)c2ncn1CCC1=CCCCC1	1.5	0.9
CCOc1ccc(-c2cc(C(=O)N3CCN(C)CC3)c3ccccc3n2)cc1	1.6	1.2
O=C(CN1CCN(c2ccc(F)cc2)CC1)Nc1nnc(-c2ccccc2)s1	1.3	1.2
COc1ccc(-c2noc(CCC(=O)NCc3cccnc3)n2)cc1	1.3	1.1
O=C(NCCCn1ccnc1)c1noc2c1CCCC2	0.9	1
COc1ccc(C2c3c(oc4c(C)cc(C)cc4c3=O)C(=O)N2Cc2cccnc2)cc1OC (configuration not stated)	1.1	0.9
O=C(CC1Nc2ccccc2NC1=O)Nc1ccccc1 (configuration not stated)	1.2	1.2
Cc1cccc(OCC(=O)Nc2ccc(N3CCCC3)cc2)c1C	1.2	0.9
Nc1[nH]nc2nc(NCc3ccccc3)c3c(c12)CCN(Cc1ccccc1)C3	12	1.1
CCCCN(C(=O)Cn1nnc2ccccc21)C(C(=O)NCCOC)c1ccc(OC)cc1OC (configuration not stated)	1.8	1.1
CCCCCn1c(CN2CC(C)OC(C)C2)nc2c1c(=O)n(C)c(=O)n2C (configuration not stated)	1.3	1.4
Cc1cccc(/N=C/c2c(O)cc(C)oc2=O)n1	0.9	1
COc1cccc(N2CCN(C3CC(=O)N(c4ccc(C)c(Cl)c4)C3=O)CC2)c1 (configuration not stated)	1.2	1.3
c1ccc(-n2ncc3c(N4CCN(c5ccccn5)CC4)nc(N4CCOCC4)nc32)cc1	0.9	1
CCN1CCN(Cc2ccc3c(c2)Cc2ccccc2-3)CC1	1.2	1.1
Clc1ccccc1N1CCN(c2ncnc3nc[nH]c23)CC1	1.5	1.1
CN(C)c1ccc(C(=O)c2ccccc2C(=O)O)c(O)c1	1.3	1.1
CC(C)(C)OC(=O)N1CC(O)CC1C(=O)OCC(=O)c1ccc(Cl)cc1 (configuration not stated)	1.4	1
Cc1ccc(Cn2c(=S)[nH]c3ccc(N4CCOCC4)cc3c2=O)o1	1.5	1
CCN(CC)CCCN1C(=O)C(=O)/C(=C(/O)c2ccc3c(c2)CC(C)O3)C1c1ccncc1 (configuration not stated)	1.1	1.1
CC(C)Cn1cnc2c(c1=O)c1nc3ccccc3nc1n2Cc1ccc2c(c1)OCO2	1.1	1.1

An excerpt from above in order of SMILES length, low to high.
SMILES	PLAP activator	MT1-MMP txn act
Clc1ccccc1N1CCN(c2ncnc3nc[nH]c23)CC1	1.5	1.1
CNC(=O)Cn1ncc2c(C)n(Cc3ccc(C)cc3)c(C)c2c1=O	1.5	1.1
Nc1c(C(=O)NCCN2CCOCC2)c2nc3ccccc3nc2n1-c1ccc2c(c1)OCO2	1.6	0.9

Following part
SMILES	PLAP activator	MT1-MMP txn act
O=C(O)c1ccc(N2CCCCC2)cc1	1.1	1
COc1ccc(N2CC(C)Cn3c2nc2c3c(=O)n(CCc3ccccc3)c(=O)n2C)cc1 (configuration not stated)	1.2	1.1
CCOC(=O)N1CCC(NC(=O)c2ccc(CS(=O)(=O)c3c(Cl)cccc3Cl)o2)CC1	1.3	1.1
O=C(NCc1ccco1)C(c1ccccc1F)N(Cc1cccnc1)C(=O)Cn1nnc2ccccc21 (configuration not stated)	1.7	1.2
CCOC(=O)c1c(C)[nH]c(C(=O)COC(=O)c2cn(CC)c3nc(C)ccc3c2=O)c1C	1.1	1.2
CC(=O)N1CCc2cc(S(=O)(=O)NC(C(=O)Nc3ccc4c(c3)OCCO4)C(C)C)ccc21 (configuration not stated)	1.1	1.3
CSc1nc2sc3c(c2c(=O)n1C)CCCC3	0.9	1
CCOc1ccccc1CNC(=O)c1cc2occc2n1C	0.9	1.1
COc1ccc(-n2c(Cc3cccn3C)nnc2SCC(=O)Nc2ccccc2F)cc1	1.2	1.1
COc1ccc2oc(=O)c(-c3nc(C)cs3)cc2c1	0.9	1.3
CC(C)(O)C#Cc1ccc(C(=O)N2CCC(C(N)=O)(N3CCCCC3)CC2)cc1	1.8	1
CCCOC(=O)c1ccc(NC(=O)C2C3C=CC(O3)C2C(=O)O)cc1 (configuration not stated)	1.3	1.5
CC(=O)N1CCN(Cc2ccc(Br)s2)CC1	1.3	1.2
CCn1cc(S(=O)(=O)CC(=O)Nc2ccc(OC)cc2)c2ccccc21	1	1.1
Cc1cccc(N(C(=O)CCC(=O)Nc2cc(C)on2)C(C(=O)NC2CCCC2)c2ccncc2)c1 (configuration not stated)	1.1	1.1
Cc1c(C(=O)NCc2cccnc2)oc2ccc(S(=O)(=O)N3CC(C)CC(C)C3)cc12 (configuration not stated)	0.9	1.3
O=c1oc2c(CN3CCCCCC3)c(O)ccc2cc1-c1nc2ccccc2[nH]1	2.4*	1.3
COc1ccc(CNC(=O)CCS(=O)(=O)c2cccc3nonc23)cc1	1	1.1
Cn1[nH]c(=O)c2ccccc2c1=O	1	1.1
Nc1cc(C(=O)O)ccc1Nc1ccccc1	1.1	1.1
O=C(Cn1nc(C(F)(F)F)c2c1CCC2)NCc1ccc(F)cc1	0.9	1.1
O=C(c1cnc2sccn2c1=O)N(Cc1ccccc1)c1ccccn1	1	1
CN1CCN(C(c2ccc(F)cc2)c2nnnn2Cc2cccs2)CC1 (configuration not stated)	1.6	0.9
